mIAP inh: inhibitors of mouse IAP, primary screen, biochemical, luminescence, uHTS. intestinal alkaline phosphatase [Mus musculus]. purified mouse IAP, CDP-Star luminescence, 30 min. inhibition, % at 10 µM. actives 0.2% (n = 330,000). AID 2806, 2010;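 active = inhibition of at least 40% at 10 µM in the primary screen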;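 also: plate controls were DMSO with enzyme for no effect and no enzyme wells for full effect; values of inactives mirror those of a sister screen read the other way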
mIAP act: activators of mouse IAP, primary screen, biochemical, luminescence, uHTS | muIAP, CDP-Star luminescence, 30 min; stronger effect = higher value; 1 = vehicle-only enzyme signal, 0 = enzyme-free wells | actives 0.24% (n = 330,000) | activation factor at 10 µM | intestinal alkaline phosphatase [Mus musculus];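 active = activation factor of at least 2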; also: the source names both 10 and 20 µM as test concentration; values of inactives mirror those of a sister screen read the other way
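System: mouse IAP enzyme. Reagent: CDP-Star chemiluminescent phosphatase substrate. Benchmarks: DMSO wells, no-enzyme wells. Times: 30 min enzyme-substrate-compound incubation at room temperature. Detection: luminescence from enzymatic CDP-Star hydrolysis. Doses: test compounds delivered from DMSO solution.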
hIAP activ: human IAP activators, primary screen, biochemical, luminescence, uHTS; purified human IAP, CDP-Star luminescence, 30 min; stronger effect = higher value; 1 = vehicle-only enzyme, 0 = enzyme-free background; Intestinal-type alkaline phosphatase (Homo sapiens), P09923; activation factor at 10 µM; actives 0.16% (n = 330,000);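 active = activation factor of the enzyme at least 2-fold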; also: the source names both 10 and 20 µM as test concentration; values of inactives mirror those of a sister screen read the other way
Target sequence (P09923 whole entry, looked up): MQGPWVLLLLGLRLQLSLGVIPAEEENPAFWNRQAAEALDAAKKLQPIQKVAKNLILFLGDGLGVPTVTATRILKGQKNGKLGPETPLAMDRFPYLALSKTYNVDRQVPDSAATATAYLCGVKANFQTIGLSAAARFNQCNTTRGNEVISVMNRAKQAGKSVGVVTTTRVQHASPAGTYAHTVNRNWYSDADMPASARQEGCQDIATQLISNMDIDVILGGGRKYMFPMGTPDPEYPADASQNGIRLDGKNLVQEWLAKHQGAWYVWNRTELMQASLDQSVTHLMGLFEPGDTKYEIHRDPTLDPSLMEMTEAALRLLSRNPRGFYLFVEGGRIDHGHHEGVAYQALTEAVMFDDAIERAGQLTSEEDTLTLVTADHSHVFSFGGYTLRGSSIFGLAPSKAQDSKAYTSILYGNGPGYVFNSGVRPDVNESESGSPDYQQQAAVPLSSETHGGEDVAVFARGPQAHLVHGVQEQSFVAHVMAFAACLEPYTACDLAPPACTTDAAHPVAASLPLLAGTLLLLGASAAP
PfG6PD inh: PfG6PD enzyme inhibitors, primary screen, biochemical, fluorescence intensity, uHTS | glucose-6-phosphate dehydrogenase-6-phosphogluconolactonase (Plasmodium falciparum 3D7) | PfGluPho enzyme, NADPH resazurin-diaphorase fluorescence | inhibition, % at 20 µM | actives 0.78% (n = 350,000) | AID 504690, 2011;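 active = inhibition reaching at least a set limit at 20 µM in the primary screen, cut at about 59% in these data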;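 also: 0% = DMSO wells with substrate and 100% = DMSO wells lacking glucose-6-phosphate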
APOBEC3A inh: APOBEC3A ssDNA deaminase inhibitors, primary screen, selectivity assay for APOBEC3G inhibitor project, biochemical, FAM/TAMRA oligo cleavage fluorescence | DNA dC->dU-editing enzyme APOBEC-3A (Homo sapiens), P31941 | AID 493011, 2011 | recombinant A3A, FAM/TAMRA ssDNA deamination fluorescence | actives 0.41% (n = 330,000) | inhibition, % at 20 µM;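 active = at least 40% inhibition at 20 µM here, with at most 30% in a related deaminase screen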;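 also: plate controls were A3A with DMSO for no effect and wells lacking A3A enzyme for full effect; some results filed as inactive read as strong as hits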
hIAP block: human IAP inhibitors, primary screen, biochemical, luminescence, uHTS; actives 0.12% (n = 330,000); inhibition, % at 10 µM; Intestinal-type alkaline phosphatase (Homo sapiens), P09923; purified IAP, CDP-Star luminescence, 30 min;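 active = inhibition reaching a set limit with compound at 10 µM in the primary screen, cut at about 35% in these data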;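 also: plate controls were DMSO wells with enzyme for no effect and no-enzyme buffer wells for full effect; values of inactives mirror those of a sister screen read the other way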
ATG4B inh: ATG4B protease inhibitors, primary screen, biochemical, fluorescence, uHTS; Cysteine protease ATG4B (Homo sapiens), Q9Y4P1; ATG4B cleavage of LC3-PLA2, NBD-HPC fluorescence, 1 h; inhibition, % at 8.33 µM; actives 0.51% (n = 340,000); in the data active = inhibition above about 40%
Target sequence (Q9Y4P1 whole entry, looked up): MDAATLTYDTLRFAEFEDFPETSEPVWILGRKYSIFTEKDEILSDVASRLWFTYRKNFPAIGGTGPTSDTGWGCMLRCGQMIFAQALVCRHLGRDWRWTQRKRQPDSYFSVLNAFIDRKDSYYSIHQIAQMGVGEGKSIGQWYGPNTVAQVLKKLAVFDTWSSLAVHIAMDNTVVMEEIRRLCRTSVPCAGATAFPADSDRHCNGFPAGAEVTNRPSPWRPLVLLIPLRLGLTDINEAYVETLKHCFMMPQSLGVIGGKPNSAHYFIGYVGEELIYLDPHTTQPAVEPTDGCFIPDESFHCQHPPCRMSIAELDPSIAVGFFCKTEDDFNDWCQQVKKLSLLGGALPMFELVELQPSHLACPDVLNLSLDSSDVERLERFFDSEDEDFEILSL
HKDC1 inhibitor: HKDC1 hexokinase inhibitors, primary screen, biochemical, fluorescence, uHTS. Q2TB90. recombinant HKDC1, G6PDH/diaphorase resazurin coupled fluorescence. inhibition, % at 20 µM. actives 0.16% (n = 340,000);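 active = inhibition above about 35% when tested at 20 µM, limit read from the data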;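 also: plate controls were DMSO wells with enzyme for no effect and DMSO wells lacking enzyme for full effect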
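Incubation: 90 min at room temperature in dark / Material: recombinant HKDC1 (HK5) hexokinase enzyme, produced in-house / Quantity: enzyme 5 µg/mL final / Compound: one dose of 20 µM, 1% DMSO / Reagent: glucose and ATP substrates / Buffer or medium: Tris pH 8.0 buffer with MgCl2, Tween-20, BSA, BME / Technique: resorufin fluorescence at 613 nm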
* = called active by the depositor.

The first 2 records as a preview:
cpd	smiles	mIAP inh	mIAP act	hIAP activ	PfG6PD inh	APOBEC3A inh	hIAP block	ATG4B inh	HKDC1 inhibitor
1	O=C(CCN1C(=O)[C@@H]2Cc3ccccc3CN2C1=O)N[C@H](C(=O)O)c1ccccc1	0	1	0.88	18	-2	12	-1	17
2	CCOc1ccccc1/C=C/c1onc(C)c1S(=O)(=O)N1CCC(C(=O)NC(C)C)CC1	7	0.93	0.88	10	-7	12	-1	-7

The list itself, from the start:
cpd	smiles	mIAP inh	mIAP act	hIAP activ	PfG6PD inh	APOBEC3A inh	hIAP block	ATG4B inh	HKDC1 inhibitor
1	O=C(CCN1C(=O)[C@@H]2Cc3ccccc3CN2C1=O)N[C@H](C(=O)O)c1ccccc1	0	1	0.88	18	-2	12	-1	17
2	CCOc1ccccc1/C=C/c1onc(C)c1S(=O)(=O)N1CCC(C(=O)NC(C)C)CC1	7	0.93	0.88	10	-7	12	-1	-7
3	COc1ccc(C)cc1NC(=O)C(NCC(O)c1ccccc1)c1ccccc1 (configuration not stated)	-2	1	1	-4	0	-4	0	-1
4	NS(=O)(=O)c1ccc(CCNC(=O)c2cccc([N+](=O)[O-])c2)cc1	3	0.97	1	-15	-2	-3	1	8
5	COc1ccc(N2CS(=O)CC2=O)cc1 (configuration not stated)	10	0.9	1.2	-9	5	-22	-1	6
6	Cc1onc(NC(=O)NC(=O)c2c(F)cccc2Cl)c1Br	11	0.89	1.1	-9	0	-7	11	0
7	C=CCC(=O)OCC(=O)Nc1ccc(Cl)cn1	3	0.97	0.98	-20	-5	2	-11	-3
8	CC(C)CSc1oc(-c2ccco2)nc1S(=O)(=O)c1ccccc1	8	0.92	0.97	5	4	3	8	21
9	O=c1oc2ccccc2c(Nc2ccc(Cl)cc2)c1[N+](=O)[O-]	2	0.98	1.1	-6	-4	-10	2	3
10	CC(C)OC(=O)c1cc(NC(=S)Nc2ccc([N+](=O)[O-])cc2)cc(C(=O)OC(C)C)c1	9	0.91	0.86	12	0	14	-1	-2
11	CCc1cccc(N(C(=O)c2csnn2)C(C(=O)NC(C)(C)CC)c2ccccn2)c1 (configuration not stated)	0	1	1.1	1	-3	-6	-6	-11
12	COC(=O)CSc1nc2ccccc2c(=O)n1C	-4	1	1.2	1	0	-21	0	-2
13	CC(=O)c1ccc(OCCCC(=O)Nc2ccc(C)c(S(=O)(=O)N3CCCCC3)c2)cc1	-14	1.1	0.97	-13	5	2	-10	-2
14	Cc1ccc[n+](/C(C(=S)NCc2ccco2)=C(/[O-])c2ccccc2Cl)c1	24	0.76	1.1	-1	-4	-5	8	4
15	CSC(=S)N/N=C/c1ccc(N(C)C)cc1	13	0.87	0.9	3	-4	10	-9	-12
16	O=C(Nc1ccccc1[N+](=O)[O-])c1cncc(Br)c1	6	0.94	0.91	2	-2	9	-4	-9
17	CCn1c(SCC(=O)OCC(=O)N2c3ccccc3NC(=O)C2(C)C)nnc1-c1ccco1	-5	1.1	0.87	-13	5	13	-15	3
18	O=S(=O)(c1ccccc1)C1Cc2ccccc2C1Cl (configuration not stated)	6	0.94	0.92	27	3	8	3	-2
19	O=C(NCCC1CCCCN1S(=O)(=O)c1cccs1)C(=O)Nc1ccc(F)cc1 (configuration not stated)	2	0.98	0.99	-27	1	0	6	7
20	CC(C)OCCCNc1nc(-c2ccccc2)nc2ccccc12	-9	1.1	1	6	7	-4	2	-1
21	CC(C)c1nc2c(s1)CCc1onc(-c3ccc(Cl)cc3)c1-2	-3	1	0.93	10	-3	7	-18	-3
22	COC(=O)Cc1ccc(NC(=S)NCc2ccco2)cc1	4	0.96	0.99	-1	-2	1	-4	-7
23	COCC(C)NC(=O)COCc1cc(-c2ccc3c(c2)OCO3)on1 (configuration not stated)	7	0.93	0.89	-2	-5	11	-5	-7
24	Cc1cccc(NC(=O)c2ccc(S(=O)(=O)N3CCN(C)CC3)cc2)c1C	13	0.87	0.87	3	-3	13	3	-2
25	Nn1c(SCC(=O)NCC2CCCO2)nnc1-c1ccc(OC(F)F)cc1 (configuration not stated)	0	1	1.2	-6	-4	-21	0	-6
26	O=C(CN1CCCCC1)Nc1ccccc1Cl	0	1	1.1	-8	-2	-12	-6	-2
27	CCOC(=O)C1=C(C)N(C)C(=S)NC1c1cc(OC)ccc1OC (configuration not stated)	0	1	1.1	5	1	-14	-7	0
28	CCOC(=O)C1(C(C)(C)CC)CC(CSc2nc3ccccc3[nH]2)OC1=O (configuration not stated)	-15	1.1	1.2	0	-4	-21	-4	6
29	CC(C)Nc1cc(C(F)(F)F)nc(-c2ccccn2)n1	2	0.98	0.88	-14	0	12	0	-4
30	Cc1ccc(S(=O)(=O)N2CCN(C(=O)c3ccc(N4CCCCC4)c([N+](=O)[O-])c3)CC2)cc1	13	0.87	0.8	3	-3	20	5	-1
31	Cc1nc(NC(=O)CCC(=O)O)sc1C(=O)N(C)C	0	1	1.1	-12	2	-9	-4	-4
32	CC(C)(C)c1ccc(S(=O)(=O)O/N=C2/CCCCC2c2ccc([N+](=O)[O-])cc2[N+](=O)[O-])cc1 (configuration not stated)	8	0.92	1	26	1	-4	0	-2
33	CCNc1nc2[nH]c(=O)c3c(c2s1)OC(N)=C(C#N)C3c1ccc(C)cc1 (configuration not stated)	-10	1.1	0.79	29	-4	21	1	9
34	COc1ccc(NC(=O)C2CCN(S(=O)(=O)c3cccc4nonc34)CC2)c(OC)c1	5	0.95	0.87	32	-1	13	-5	-3
35	Cn1c(SCCN2CCOCC2)nc2sc3c(c2c1=O)CCCC3	4	0.96	0.98	7	-5	2	-6	4
36	Cc1nnc(SCC(=O)NC(=O)NCc2ccco2)s1	-3	1	0.98	7	4	2	-7	-6
37	Cc1c(C)c2ccc(OC(C)C(=O)N3CC[C@@]4(O)CCCC[C@H]4C3)cc2oc1=O (some centres not stated)	14	0.85	0.91	7	-1	9	-14	1
38	COc1ccc(NC(=O)CSc2nnc(C(C)C)n2N)cc1	2	0.98	1.2	-6	-4	-18	1	-2
39	c1ccc(CCNc2nc(-c3ccncc3)nc3ccccc23)cc1	-2	1	0.94	10	-2	6	-2	0
40	CC1Sc2ccc(S(=O)(=O)CCC(=O)NCc3ccccc3)cc2NC1=O (configuration not stated)	-2	1	0.92	6	-3	8	-11	-5
41	Cc1cc2ncn(C(=O)c3c(-c4ccccc4Cl)noc3C)c2cc1C	1	0.99	0.91	6	1	9	-10	-3
42	COc1cc(OC)c(NC(=S)NCc2ccccc2)cc1Cl	-24	1.2	1	1	0	-3	0	1
43	O=C(NC1=NCCS1)C1COc2ccccc2O1 (configuration not stated)	4	0.96	0.91	-8	1	9	5	-8
44	Cc1ccccc1NC(=O)CSc1nc2c(c(=O)n(C)c(=O)n2C)n1C	6	0.94	0.91	10	0	9	-6	-2
45	Nc1ccc2c(c1)C(=O)N(c1cccc3ccccc13)C2=O	-2	1	0.97	9	0	3	-10	2
46	CCCCN(C(=O)CCNC(=O)NC12CC3CC(CC(C3)C1)C2)c1c(N)n(CCCC)c(=O)[nH]c1=O	-10	1.1	1.1	5	7	-8	0	4
47	N#Cc1cccc(NC(=O)CSc2sc3c(O)cc(=O)[nH]c3c2C#N)c1	16	0.84	1.1	4	7	-6	1	1
48	C=CCC[C@H](Cc1ccc(F)cc1)C(=O)OC[C@@H](Cc1c[nH]c2ccccc12)NC(=O)[C@@H](CC=C)CC(=O)NCCO	3	0.97	1.1	26	-2	-9	-11	2
49	COC(=O)c1ccccc1NC(=O)/C=N/O	0	1	1.2	-4	-1	-18	-4	1
50	Cc1ccsc1CN(C)C(=O)C(NC(=O)c1cccc(S(=O)(=O)N2CCOCC2)c1)C(C)C (configuration not stated)	3	0.97	0.97	17	-5	3	-58	-3

(cont.)
cpd	smiles	mIAP inh	mIAP act	hIAP activ	PfG6PD inh	APOBEC3A inh	hIAP block	ATG4B inh	HKDC1 inhibitor
51	COc1ccc(NS(=O)(=O)c2ccc(C)c(C(=O)N3CCC3)c2)cc1	-4	1	0.9	-17	2	10	4	-6
52	CC(=O)Nc1ccc(NC(=O)CSc2nnc(-c3ccco3)o2)cc1	8	0.92	1.1	-7	3	-11	3	-5
53	Cc1ccc(CNc2nc3ccccc3s2)s1	-5	1	0.86	12	-2	14	3	-3
54	O=C(Nc1ccc(F)cc1F)c1ccc2c(c1)[nH]c(=O)n2Cc1ccc(F)cc1	4	0.96	1.2	8	-3	-21	-12	-1
55	Cc1ccc(-n2ncc(C(=O)Nc3cc(Cl)ccc3C)c2C2CCNCC2)cc1C	-4	1	0.97	-11	0	3	7	-10
56	O=C(c1cncs1)N1CCCC(CNS(=O)(=O)c2cccs2)C1 (configuration not stated)	-12	1.1	1.1	-5	0	-6	8	-8
57	CCOc1cc(NC(=O)CCl)c(OCC)cc1NC(=O)CCl	6	0.94	0.99	14	-4	1	-9	0
58	COc1ccccc1CNC(=O)CSc1nc2ccccc2c(=O)n1CCCN1CCOCC1	1	0.99	0.9	-6	1	10	-5	-11
59	O=C(c1cccc(Cl)c1)N1CCC(=O)N(C(CO)Cc2ccccc2)CC1 (configuration not stated)	-2	1	1.1	5	1	-9	-6	-4
60	Cc1ccc(S(=O)(=O)N2Cc3ccccc3CC2C(=O)NC(C)(C)C)cc1 (configuration not stated)	-4	1	1.3	-4	1	-29	-2	-3
61	Cc1nn(C)c(Cl)c1NC(=O)OCc1ccc(Cl)cc1Cl	1	0.99	0.8	-8	-1	20	-2	1
62	Cc1cccc(C(=O)O/N=C(\N)Cc2cccc3ccccc23)c1	4	0.96	0.9	15	0	10	46*	1
63	CS(=O)(=O)NCCSc1nnnn1-c1ccccc1	5	0.95	1.1	9	-3	-10	0	-4
64	COC(=O)c1ccccc1Oc1ccc(NC(=O)c2ccco2)cc1	4	0.96	0.91	-1	-4	9	8	2
65	CCN(CC)S(=O)(=O)c1c(Br)cc(C)cc1Br	-4	1	0.99	23	1	0	-3	11
66	O=[N+]([O-])c1ccc(-c2nn(-c3ccccc3)cc2/C=N/n2c(-c3ccncc3)n[nH]c2=S)cc1	3	0.97	1.1	14	-4	-12	-5	-4
67	O=C(Nc1ccccc1C(=O)NCc1ccco1)NC1CCCCC1	5	0.95	1	4	0	-5	-3	-6
68	CCOC(=O)c1nc(Nc2ccc(C(C)=O)cc2)c2ccccc2n1	1	0.99	1.1	18	-2	-8	-9	-5
69	COc1ccc(CCNC(=O)CCS(=O)(=O)c2ccc3c(c2)NC(=O)C(C)S3)cc1OC (configuration not stated)	-9	1.1	0.92	-3	0	8	-5	-5
70	CN(Cc1ccccc1)C(=O)CN1C(=O)NC2(CCCC2)C1=O	6	0.94	0.9	-4	-5	10	-6	-5
71	COc1ccc(OCC(=O)Nc2cc(OC)ccc2N2CCCCC2)cc1	-10	1.1	0.77	5	1	23	6	3

Screening data: PubChem, Sanford-Burnham Center for Chemical Genomics

Random draw from the library, and some 2.4% of all compounds hit somewhere here.
